ATXN2 expr inh = reduces ATXN2 reporter expression in HEK-293 cells | hit rate 0.72% among 360,000 | Potency, µM (titrated, usually from 57 µM), without a hit: at the top dose activity change, negative = inhibition, usual class: inhibitors | HEK-293 ATXN2-luciferase reporter, luminescence, 24 h | AID 1745845; also: nearly all actives have a fitted effect of over 55% in size
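ATXN2-luciferase reporter cells (luciferase flanked by upstream and downstream ATXN2 gene portions) were treated 24 h at 37 °C with compounds at up to 57 uM. SteadyGlo luminescence gave expression; GF-AFC fluorescence gave viability.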
KB-V1 cytotox = KB-V1 MDR subline cytotoxicity; AID 1347076; hit rate 3.4% among 400,000; Potency, µM (doses to about 46.1 µM), for the others: at the highest dose activity change, negative = cytotoxicity, usual class: cytotoxic; KB-V1 MDR cells viability, CellTiter-Glo, 72 h; also: nearly all actives have a fitted effect of over 60% in size
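qHTS viability screen in drug-selected KB-V1 MDR cells: 72 h compound treatment at 37 degrees C, ATP luminescence end point.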
KB-3-1 tox = kills parental KB-3-1 adenocarcinoma cells; Potency, µM (highest dose often 46.1 µM), for the others: at the highest dose activity change, negative = cytotoxic, actives largely listed as cytotoxic; KB-3-1 viability, CellTiter-Glo ATP luminescence, 72 h; AID 1347075; hit rate 1.4% among 400,000; also: nearly all actives have a fitted effect of over 60% in size
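Screening of KB-3-1 cells (DMEM, 10% FBS, phenol-red free) ran from lowest to highest compound concentration; after 72 h at 37 °C viability was read luminescently and curves fitted.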
Active calls of the source: *; ? = inconclusive; [ ] = another dose, or the depositor's remark. Calls follow the shape of the dose curve; as a rule, active = well fitted curve in the direction sought with a large enough effect; inconclusive = small, poorly fitted or top-dose-only effect, or another doubt; inactive = no such curve, though single readings can be large; an effect the other way counts as inactive or inconclusive. % is scaled to controls: 0 for no effect and ±100 for the full control effect; potency is read from the fitted curve at half-maximal effect.

mol	ATXN2 expr inh	KB-V1 cytotox	KB-3-1 tox
Cc1ccc(C)c(N2CCN(S(=O)(=O)c3ccc(-c4cnc(C5CC5)o4)cc3)CC2)c1	-8%	?	?
O=C1Nc2c(c(=O)[nH]c(=O)n2-c2ccccc2)C1(NS(=O)(=O)c1ccc(Cl)cc1)C(F)(F)F (stereo not given)	6%	-22%	14%
CCOc1ccc(CNC(=O)CN2C(=O)C3CCCCN3c3ccc(C(=O)N4CCCC4)cc32)cc1 (stereo not given)	-5%	-13%	-16%
CCc1ccc2occ(CC(=O)Nc3c(C(=O)Nc4ccc(OC)cc4)oc4ccccc34)c2c1	10%	-4%	6%
Cc1ccc(C)c(Nc2nn3c(=O)c4ccc(C(=O)NCCC5=CCCCC5)cc4nc3s2)c1	14%	-10%	-2%
Cc1csc2nc(COC(=O)CNC(=O)c3ccccc3)cc(=O)n12	-7%	0%	15%
COc1cc(OC)c(NC(=O)Cc2c(C(=O)O)c(C)cn2C)cc1Cl	8%	15%	-1%
CCOC(=O)c1[nH]c(C)c(CCC(=O)NCc2ccc(C)cc2)c1C	-9%	-2%	1%
Cc1cccc(OCC(=O)Nc2ccc3oc(-c4ccccc4F)nc3c2)c1	-7%	9%	-14%
CC(C)Cn1cc(NC(=O)N2CCN(c3ccccc3F)CC2)c2ccccc2c1=O	-8%	?	15%
Cc1cccc(OCC(=O)OCc2cc(=O)n3nc(C4CC4)sc3n2)c1	-1%	?	-1%
Cc1ccc(-n2ncc3c(Nc4cccc(C)c4C)ncnc32)cc1	44%[activator]	-18%	7%
O=c1n(Cc2ccc(Cl)cc2)nc2n1-c1ccccc1OC2	16%	2%	-18%
COc1ccccc1NC(=O)CSCc1cc(=O)c2c(C)cc(C)cc2[nH]1	-6%	-20%	-17%
COc1ccc(NC(=O)Cn2c(SCc3cc(C)ccc3C)nc3ccncc32)c(OC)c1OC	-39%	13%	-24%
Cc1cc(Cl)ccc1NS(=O)(=O)c1ccc2c(c1)CCN2S(C)(=O)=O	-15%	-32%	-14%
O=C(NCCC1=CCCCC1)c1ccc2c(c1)ncn2-c1ccc(F)c(F)c1	-12%	-15%	10%
Clc1cccc(-c2noc3ncnc(NC4CCCCC4)c23)c1	1%	-12%	-2%
CSc1ccc(CCNC(=O)c2ccc(CS(=O)(=O)c3ccc(Br)cc3)o2)cc1	?	-18%	4%
COc1ccc(C(=O)CC2(O)C(=O)N(Cc3ccccc3Cl)c3ccccc32)cc1 (stereo not given)	?	18µM*	?
CCCC(=O)N(c1ccc2oc3c(c2c1)CCCC3)S(=O)(=O)c1ccc(CC)cc1	1%	?	-24%
COCCCNC(=O)CC(c1cc(OC)c(OC)c(OC)c1)N1Cc2ccccc2C1=O (stereo not given)	-2%	12%	0%
CCc1ccc(NC(=O)Cn2cc(S(=O)(=O)c3ccc(F)cc3)c(=O)c3cc(OC)ccc32)cc1	5%	-15%	-11%
Cc1ccc(NC(=O)c2nnn(Cc3ccccc3)c2N)cc1C	3%	4%	-7%
COc1ccccc1C(=O)Nc1c(C(=O)N(C)Cc2ccccc2)sc2nc(C)c(Cl)c(C)c12	?	2%	-2%

(cont.)
mol	ATXN2 expr inh	KB-V1 cytotox	KB-3-1 tox
COc1cccc(C2C(C(=O)Nc3ccccc3)=C(C)Nc3nc(-c4ccccc4)nn32)c1OC (stereo not given)	-15%	?	23%
Cc1ccccc1OCC(=O)OCc1cc(=O)n2nc(C3CCCCC3)sc2n1	6%	8%	13%
Cc1ccc(NC(=O)CSc2nc3ccc(NC(=O)c4ccco4)cc3s2)c(C)c1	?	7%	-13%
O=C(Oc1ccc(Cl)cc1)c1cc(-c2ccc3c(c2)OCCO3)on1	5%	-4%	0%
COc1ccc(NC(=O)C2CCCN(S(=O)(=O)c3c(C)[nH]c(=O)[nH]c3=O)C2)c(OC)c1 (stereo not given)	-2%	6%	16%
CCOC(=O)c1cccc(NC(=O)c2ccc3nc(Cc4ccccc4)oc3c2)c1	?	?	?
Cc1ccc(N(CC(=O)NCCc2ccc(Cl)cc2)S(=O)(=O)N(C)C)cc1	-23%	-29%	-4%
CCOC(=O)c1ccc(N2C(=O)c3n[nH]c(-c4cccs4)c3C2c2cccc(O)c2)cc1 (stereo not given)	?	?	?
CC1CCN(S(=O)(=O)c2ccc3nc(NCc4ccc(F)cc4)ccc3c2)CC1	0%	-18%	-17%
O=c1c(N2CCN(c3ccccc3)CC2)csc2ccc(Cl)cc12	2%	9%	-1%
CCC(=O)N1CCc2cc(S(=O)(=O)Nc3cc(C)ccc3OC)ccc21	-7%	-3%	-5%
Clc1ccccc1Nc1ncnc2c1nc1n2CCCCC1	30%[activator]	0%	0%
Cc1ccc(C)c(NC(=O)N2CCC(N3CCN(Cc4ccc(F)cc4)C(=O)C3=O)CC2)c1	1%	8%	-2%
Cc1cc(C)cc(-n2c(SCC(=O)Nc3ccccc3F)nc3c(oc4ccccc43)c2=O)c1	-1%	-2%	-5%
COc1ccc(-c2nc(S(=O)(=O)c3ccccc3)c(N3CCC(C)CC3)o2)cc1	5%	-17%	-11%
COc1ccc(S(=O)(=O)c2cc3cc(OC)ccc3oc2=O)cc1	-1%	20%	2%
O=C(Cn1c2ncccc2c(=O)n1-c1ccccc1)Nc1ccc(F)c(F)c1	6%	-8%	-2%
COc1ccc(S(=O)(=O)Nc2ccc(-c3ccc(N4CCCC4)nn3)cc2)cc1F	7%	0%	?
CCOCCc1nn2c(=O)cc(COC(=O)c3ccco3)nc2s1	-5%	9%	16%
Cc1cc2oc(C(=O)Nc3ccc(S(=O)(=O)Nc4onc(C)c4C)cc3)cc(=O)c2cc1C	1%	?	-1%
CCOc1cc(C(=O)Nc2ccc(-c3nnc4n3CCCCC4)cc2)cc(OCC)c1OCC	-15%	7%	3%
CCc1cc(=O)oc2c(C)c3c(cc12)CN(CCc1ccccc1OC)CO3	-15%	-24%	-28%
Cc1cc(C)c(Cn2c(CCNC(=O)c3ccco3)nc3ccccc32)c(C)c1	-11%	-15%	-7%
Cc1c(C(=O)NC(C)c2ccccc2)sc2ncnc(N(C)C3CCCCC3)c12 (stereo not given)	-30%	-10%	8%
Cc1ccc(NC(=O)c2oc3ccccc3c2NC(=O)c2cc3ccccc3o2)cc1	1%	-6%	2%

Grouped by structure: the entries above containing two or more sulfur atoms
mol	ATXN2 expr inh	KB-V1 cytotox	KB-3-1 tox
Cc1cc(Cl)ccc1NS(=O)(=O)c1ccc2c(c1)CCN2S(C)(=O)=O	-15%	-32%	-14%
CSc1ccc(CCNC(=O)c2ccc(CS(=O)(=O)c3ccc(Br)cc3)o2)cc1	?	-18%	4%
Cc1ccc(NC(=O)CSc2nc3ccc(NC(=O)c4ccco4)cc3s2)c(C)c1	?	7%	-13%

One compound at a time, as listed above.
CCc1cc(=O)oc2c(C)c3c(cc12)CN(CCc1ccccc1OC)CO3 is listed with ATXN2 expr inh = -15%; KB-V1 cytotox = -24%; KB-3-1 tox = -28%
COc1cccc(C2C(C(=O)Nc3ccccc3)=C(C)Nc3nc(-c4ccccc4)nn32)c1OC (stereo not given) is listed with ATXN2 expr inh = -15%; KB-V1 cytotox = ?; KB-3-1 tox = 23%

(next part)
mol	ATXN2 expr inh	KB-V1 cytotox	KB-3-1 tox
Cc1ccc(NS(=O)(=O)c2ccc3[nH]c4c(c3c2)CCCCC4)cc1	?	-9%	8%
Cc1nn(C)c(C)c1CCNC(=O)Nc1ccccc1C(F)(F)F	0%	-8%	-26%
O=C(CC1NCCNC1=O)Nc1ccccc1F (stereo not given)	10%	-21%	3%
CC(=O)N1CCc2c(sc3c2c(=O)n(CCc2ccccc2)c(=O)n3Cc2ccc(F)cc2)C1	?	?	?
O=C(CSC1=Nc2ccccc2C2=NC(Cc3ccccc3)C(=O)N12)Nc1cccc(Cl)c1 (stereo not given)	-11%	-2%	1%
CCOC(=O)c1cccc(NC(=O)C2COc3ccc(OC)cc3C2)c1 (stereo not given)	-15%	0%	-2%
Cc1cc(SCC(=O)NCc2ccc(F)cc2)nc(=O)[nH]1	4%	-17%	-6%
O=C(Nc1ccc(C(F)(F)F)cc1)c1cc(S(=O)(=O)NC2CCCCC2)ccc1F	?	?	-6%
CC(CCc1ccccc1)NC(=O)Cn1ncc2c3ccccc3n(Cc3cccc(Cl)c3)c2c1=O (stereo not given)	6%	30%	5%
Cc1cc2nc(-c3ccc(OCc4ccccc4F)cc3)cc(C(F)(F)F)n2n1	14%	?	-4%
Cc1ccccc1NC(=O)CSC1=Nc2ccccc2C2=NC(CCC(=O)NCc3ccccc3)C(=O)N12 (stereo not given)	19%	25%	14%
COc1cc(Cn2c(=O)oc3ccc(C)cc32)ccc1OCCC(C)C	-8%	?	-1%
CCCN(C(=O)c1cc2c(=O)n(CC)c3ccccc3c2s1)c1ccccc1F	-8%	0%	19%
CN1CCc2nc3sc(C(=O)c4ccc(F)cc4)c(N)c3cc2C1	2%	-2%	-7%
COc1cc2[nH]c(=O)n(Cc3ccc(C(=O)NCc4ccc(C)cc4)cc3)c(=O)c2cc1OC	1%	?	-4%
COc1ccc(N2CC(NC(=O)COc3ccc4ccccc4c3)CC2=O)cc1OC (stereo not given)	-4%	10%	-3%
CCN1CCSc2ccc(C(=O)NCc3ccc(F)cc3)cc21	-25%	?	12%
Cc1ccc(-c2nn3c(=O)cc(CN4CCN(S(=O)(=O)c5ccc(Cl)cc5)CC4)nc3s2)cc1	12%	-6%	1%
CCc1ccccc1NC(=O)c1cn(C)c(=O)c2ccccc12	-15%	?	-1%
COc1cccc(CNC(=O)C2CCN(Cc3cc4ccccc4n3Cc3ccc(C)cc3)CC2)c1	-12%	-3%	-16%
Cc1ccc(-c2noc(CSc3nnc(C)n3-c3ccc(F)cc3)n2)cc1	-14%	0%	-14%
CCc1ccc(NC(=O)Cn2cnc3nc4c(cc3c2=O)CCCC4)cc1	5%	13%	2%
Cc1nc2ccc(S(=O)(=O)N(CC(=O)Nc3ccc(Cl)cc3)Cc3ccccc3)cc2s1	1%	-11%	2%
CCOc1cc(C(=O)Nc2ccc(-c3nc4cc(Cl)ccc4o3)cc2)cc(OCC)c1OCC	12%	-28%	-2%
CCCCNC(=O)CN1CCN(c2ccc(NC(=O)c3ccc(OC)cc3)cc2C(=O)O)CC1	-2%	-3%	6%

Going on with the list:
Each structure is followed by: ATXN2 expr inh, KB-V1 cytotox, KB-3-1 tox
O=C(CCC1N=C2c3ccccc3N=C(SCc3ccc(F)cc3)N2C1=O)NCc1ccc(F)cc1 (stereo not given)
    11%, ?, -2%
COC(=O)c1ccc([C@@H]2Nc3c(OC)ccc(C)c3[C@@H]3C=CC[C@@H]32)cc1
    -20%, 15%, 0%
CCOc1ccc(-n2c(SCC(N)=O)nc3c(oc4ccccc43)c2=O)cc1
    -19%, 0%, 11%
CC1=C(C(=O)OC2CCCC2)C(c2c(Cl)cccc2Cl)CC(=O)N1 (stereo not given)
    -21%, ?, 3%
O=C(CSc1nnc(-c2ccncc2)n1-c1ccccc1)Nc1ccc(F)cc1
    7%, 11%, 3%
CCn1cc(C(=O)NCc2ccccc2Cl)c(=O)c2cc(S(=O)(=O)N3CCc4ccccc4C3)ccc21
    1%, 12%, 17%
CCOc1ccc(CNC(=O)c2sc3nc(C)cc(C)c3c2-n2cccc2)cc1
    -2%, 7%, ?
Cn1c(=O)n(C)c2cc(N3CCOCC3)c(NC(=O)c3c(F)cccc3F)cc21
    -2%, -25%, -7%
Cc1ccc(-c2c(C(=O)N3CCN(c4cc(Cl)ccc4C)CC3)oc(=O)c3ccccc23)cc1
    2%, 0%, -4%
O=C(CSc1nc2c([nH]c3ccccc32)c(=O)n1-c1ccc(Cl)cc1)NC1CCCCC1
    15%, ?, 1%
COC1(C(F)(F)F)NC(=O)N(c2ccc(F)cc2)C1=O (stereo not given)
    5%, 21%, 0%
Cc1ccc(S(=O)(=O)N(CC(=O)Nc2ccc(Cl)cc2Cl)c2ccccc2C)cc1
    8%, -14%, -16%
COc1ccc(C)cc1NC(=O)C(NS(=O)(=O)c1cccc2nsnc12)c1ccccc1 (stereo not given)
    -12%, 7%, -1%
Cc1ccccc1-c1nc(CN2CCC(C(=O)NC(C)C)CC2)c(C)o1
    6%, 6%, 0%
CC1=C(C(=O)Nc2ccc(C)cc2C)C(C(C)C)n2nc(SCc3ccccc3Cl)nc2N1 (stereo not given)
    -6%, 12%, 10%
CCn1cc(C(=O)Nc2ccc(C(C)C)cc2)c2cc(OC)c(OC)cc2c1=O
    -5%, ?, -12%
COC(=O)c1ccccc1NC(=O)CSc1nc2ccccc2nc1Cc1ccccc1OC
    15%, ?, 0%

Compound activity from PubChem BioAssay.

These rows are one share of the data. The share of hits here may be higher or lower than overall.
